Screens as filed in PubChem.
MKP-3 inhibition – MKP-3 phosphatase inhibitors, primary screen, biochemical, rat enzyme, in vitro (AID 425); recombinant MKP-3 phosphatase activity, fluorescence; higher % means a stronger effect; inhibition, % at 20 µM; hits with a dose series show IC50 in µM; 0.17% of 110,000 active; in the data active = inhibition above about 50%;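 also: plate controls were vehicle for no effect and reference inhibitor for full effect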
Hsp70 inhibitors – Hsp70 inhibitors, probe displacement, primary screen, biochemical, fluorescence polarization (AID 583) | Hsp70 fluorescence polarization probe displacement, mP; higher % means a stronger effect | displacement, % at 20 µM, or IC50 in µM where a hit was titrated | 0.06% of 140,000 active; in the data active = displacement above about 50%;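 also: plate controls were vehicle for no effect and reference ligand for full effect; a part of the inactive calls stands beside numbers as strong as those of hits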
* marks the source's active call; other numbers are inactive results; · = not tested or not shown; & = joins results of further samples. An excerpt (hit frequency here may not be typical).

SMILES	MKP-3 inhibition	Hsp70 inhibitors
Cc1cccc(NCc2nc(SCC(N)=O)n[nH]2)c1	-14.2%	7.0%
CCCn1c(=O)c(C(=O)Nc2ccccc2)c(O)c2ccccc21	·	-4.1%
CCCN(CCC)C(=O)c1cc(-c2ccc3c(c2)OCO3)nc2ccccc12	·	5.0%
CCc1nnc(NC(=O)CCN2C(=O)c3ccccc3S2(=O)=O)s1	-3.9%	-2.0%
NCCc1nnc(SCc2ccc(F)cc2)o1	6.7%	2.6%
CCCC(NC(=O)c1ccccc1)C(=O)OCC(=O)Nc1nnc(C)s1 (configuration not stated)	0.8%	-2.5%
COc1ccc2c(c1OC)C(=O)OC2Nc1ccc(Br)cc1 (configuration not stated)	3.0%	-4.1%
CN(C)c1nc(N)nc(CSc2nnnn2-c2cccc3ccccc23)n1	-7.8%	10.4%
Cc1nccn1S(=O)(=O)c1ccc(Br)cc1	1.5%	-3.6%
CC1Cc2ccccc2N1C(=O)COC(=O)Cn1cnc2ccccc2c1=O (configuration not stated)	-5.9%	-0.5%
CCOc1ccccc1NC(=O)c1ccccc1-c1nc(-c2ccccc2OC)no1	-9.6%	-2.2%
CN1CCC(N(C)C(=O)COc2ccccc2-c2ccccc2)CC1	-0.4%	-3.4%
C/C=C/Cn1c(SCc2ccc(C)cc2)nc2c1c(=O)[nH]c(=O)n2C	-0.4%	6.2%
COc1ccccc1C(=O)Nc1nc(-c2ccccc2)c(-c2ccc([N+](=O)[O-])cc2)s1	-0.1%	7.4%
Nc1nnc(SCc2ccc(F)cc2)s1	-0.5%	-4.9%
Cn1c(=O)c2c(nc(CN3CCN(c4cccc(Cl)c4)CC3)n2CCc2ccccc2)n(C)c1=O	·	1.0%
COC(=O)c1cc(OC)c(OC)cc1NC(=O)c1ccccc1	-1.9%	-3.4%
CCOc1nc(-c2ccc(OC)cc2)ccc1-c1noc(-c2cc(OC)c(OC)c(OC)c2)n1	3.0%	-18.3%
C=CCN1C(=O)/C(=C\c2ccc(-c3cc(Cl)cc(Cl)c3)o2)SC1=S	-1.9%	-1.8%
O=[N+]([O-])c1cccc(S(=O)(=O)NC2C3CC4CC(C3)CC2C4)c1 (configuration not stated)	-2.5%	0.3%
COc1cc(Cl)c(S(=O)(=O)N2CCN(Cc3ccc4c(c3)OCO4)CC2)cc1Cl	-9.3%	·
CC(NC(=O)C12CC3CC(CC(C3)C1)C2)C(=O)NC1CCCCC1 (configuration not stated)	0.9%	-0.9%
O=C(OCC#CCSc1nnc(-c2ccccc2)o1)c1cc2ccccc2o1	·	4.8%
CC1CC(C)(C)N(C(=O)CN2C(=O)c3ccccc3C2=O)c2ccccc21 (configuration not stated)	-1.4%	4.0%&-4.0%
N=c1ccn(Cc2ccc(Cl)cc2Cl)cc1	·	7.3%
Additional records follow:
SMILES	MKP-3 inhibition	Hsp70 inhibitors
O=C(COc1ccc(S(=O)(=O)N2CCCC2)cc1Cl)Nc1ccc2c(c1)OCO2	-17.9%	0.3%
Cc1nc(NC(=O)C2C3CCC(C3)C2C(=O)O)sc1-c1ccccc1 (configuration not stated)	-2.1%	3.4%
COc1ccc(-c2noc(CN(C(=O)c3cccs3)C(C)C)n2)cc1	·	-2.7%
Cc1cccc(-c2n[nH]c(=S)n2Cc2ccccc2)c1	·	-1.3%
O=C(Nc1ccc(Cl)cc1)Nc1nnc(-c2cccc(F)c2)s1	-4.1%	3.8%
Cc1cc(CCC(=O)O)c(C)cc1CCC(=O)O	-1.6%	-5.6%
COc1ccc2c(c1)C1C=CCC1C(C(=O)O)N2 (configuration not stated)	23.5%	31.6%
COC(=O)c1[nH]c2cccc(OC)c2c1NC(=O)CN1CC2(C)CC1CC(C)(C)C2 (configuration not stated)	0.4%	1.4%
CC(C)(C)NC(=O)c1ccc2c(c1)N(CC(=O)N1CCN(c3ccccc3F)CC1)C(=O)C(C)(C)O2	2.2%	4.3%
O=C(Nc1ccc(F)cc1)c1cc([N+](=O)[O-])ccc1Br	3.3%	-3.8%
O=C(CSc1nc2ccccc2[nH]1)c1ccco1	0.7%	-3.6%
CC(=O)Nc1ccc(C(=O)CSc2nnc(Cc3ccccc3)o2)cc1	·	7.7%
COc1ccc(OC)c(C2CC(=O)N3CN(c4cccc(Cl)c4)CSC3=C2C#N)c1 (configuration not stated)	-6.1%	-6.4%
N#Cc1nc(COc2ccccc2)oc1NCCCn1ccnc1	0.1%	2.1%
O=C1c2cccnc2C(O)N1Cc1ccccc1 (configuration not stated)	5.6%	1.1%
CCOC(=O)c1ccc(NC(=O)c2ccc(C(=O)Nc3ccc(C(=O)OCC)cc3)cc2)cc1	-0.9%	5.5%
CCCN1C(=O)c2cc(C(=O)NC3CCCC3)ccc2C1O (configuration not stated)	1.1%	-1.7%
Cc1nnc2n(-c3ccccc3)c(=O)c3c4c(sc3n12)COC(C)(C)C4	4.6%	1.0%
CC(C)CCNC(=O)c1ccc2c(c1)ncn2C1CCCCC1	·	4.3%
CC1CCC(C(=O)NC(C(=O)NCCCN2CCOCC2)C(C)C)CC1 (configuration not stated)	6.8%	0.8%
Oc1ccc(Nc2nc(Nc3ccc(O)cc3)nc(N3CCOCC3)n2)cc1	-4.6%	-0.3%
O=C(Cc1ccccc1)N1N=C(c2ccccc2)CC1(O)C(F)(F)F (configuration not stated)	-4.2%	3.0%
COc1cc(OC)c(OC)cc1CN1CCN(C2CCCC2)CC1	-1.2%	0.5%
COc1cc(NS(=O)(=O)c2ccc(OC)c(OC)c2)cc(OC)c1	6.1%	4.7%
c1ccc(-c2cc(N3CCCCC3)nc(-c3ccccc3)n2)cc1	·	-4.8%
Later entries
SMILES	MKP-3 inhibition	Hsp70 inhibitors
CN(Cc1ccccc1)c1nc2c(c(=O)[nH]c(=O)n2C)n1CCCc1ccccc1	-4.2%	-3.5%
Cc1c(NC(=S)/C=C2\N(C)c3ccccc3C2(C)C)c(=O)n(-c2ccccc2)n1C	·	-2.3%
CC(C)CNS(=O)(=O)c1ccccc1C(=O)N1CCCCC1	-2.9%	-2.5%
Cc1cccc(C)c1-n1c(C)cc(/C=N\Nc2ccc([N+](=O)[O-])cn2)c1C	·	-22.1%
O=C(Nc1ccc(Cc2ccc(NC(=O)N3CCOCC3)cc2)cc1)N1CCOCC1	-10.5%	-1.3%
CN(C)CCNC(=O)c1ccc(COCC(F)(F)F)cc1	-0.4%	-2.7%
COCC(=O)Nc1cc(OC)ccc1OC	1.5%	1.7%
C#CC(C)(C)NC(=O)CN(c1cc(C)ccc1C)S(=O)(=O)c1ccccc1	0.1%	1.6%
Nc1nc(C2CC(=O)OC23CCCCC3)cs1 (configuration not stated)	·	0.1%
O=C1CN(C(=O)c2ccc(Br)o2)C(c2ccccc2)c2cc(Cl)ccc2N1 (configuration not stated)	3.7%	2.5%
COC(=O)c1ccccc1NC(=O)CSc1nnnn1C	·	-0.6%
Cc1ccc(SCC(=O)NCc2ccco2)cc1	-2.6%	4.0%
CCCCCCNc1c(C(=O)OCC)c(=O)[nH]c2ccccc12	-3.9%	-2.1%
CCOC(=O)c1[nH]c2cc(OC)c(OC)cc2c1NC(=O)CN1CCN(C)CC1	-2.6%	-2.4%
CCOc1ccc(Nc2nc(Nc3ccc(O)cc3)nc(C)c2[N+](=O)[O-])cc1	3.9%	1.3%
CCn1cc(C(=O)NCc2ccco2)c2cc(OC)c(OC)cc2c1=O	-6.9%	-2.1%
O=[N+]([O-])c1cc([N+](=O)[O-])c2cccnc2c1Sc1nc2ccccc2s1	0.0%	-0.7%
O=C(O)c1cc(N2C(=O)C3C4C=CC(C4)C3C2=O)ccc1NCc1cccnc1 (configuration not stated)	-2.3%	-1.3%
O=S(=O)(Nc1cnc2ccccc2c1)N1CCCCCC1	6.6%	-1.8%
O=C(O)CN1C(=O)/C(=C\c2ccc(OCc3ccc(Cl)cc3)cc2)SC1=S	0.4%	-3.2%
CCOC(=O)c1nnn(-c2nonc2OC)c1-c1ccccc1	-1.5%	-2.3%
CC(C)Oc1ccc(CNCCC2(C(C)C)CCOC(C)(C)C2)cc1 (configuration not stated)	·	-1.7%
COc1ccc(C(=O)n2nc(-c3ccco3)nc2N)cc1	·	4.1%
CCc1ccccc1NC(=O)c1cc(-c2ccc(C)s2)nc2ccccc12	1.2%	-2.8%
CCOC(=O)c1[nH]c(C)c(C(=O)Nc2cc(OC)ccc2OC)c1C	6.2%	-2.6%

Sorted by SMILES length (lowest first): part of the list above.
SMILES	MKP-3 inhibition	Hsp70 inhibitors
CN(C)CCNC(=O)c1ccc(COCC(F)(F)F)cc1	-0.4%	-2.7%
CC(C)CNS(=O)(=O)c1ccccc1C(=O)N1CCCCC1	-2.9%	-2.5%
CCCCCCNc1c(C(=O)OCC)c(=O)[nH]c2ccccc12	-3.9%	-2.1%
C#CC(C)(C)NC(=O)CN(c1cc(C)ccc1C)S(=O)(=O)c1ccccc1	0.1%	1.6%
Cc1cccc(C)c1-n1c(C)cc(/C=N\Nc2ccc([N+](=O)[O-])cn2)c1C	·	-22.1%

(more compounds)
SMILES	MKP-3 inhibition	Hsp70 inhibitors
CCCc1cc(=O)oc2c(CN3CCOCC3)c(O)ccc12	·	-1.3%
COc1ccc(CC(=O)Nc2ccc(S(=O)(=O)N3CCc4ccccc43)cc2)cc1	2.5%	-6.0%
CC(=O)Oc1ccc(NC(=O)CC2Nc3cc(C)c(C)cc3NC2=O)cc1 (configuration not stated)	4.1%	-3.0%
O=C(CN1C(=O)C(=O)c2ccccc21)c1ccc(Cl)cc1	0.2%	-2.8%
COC(=O)c1cccc(NC(=O)c2ccco2)c1	·	-3.2%
CCOc1cc(C2NC(=O)N(C)C(C)=C2C(=O)OC)cc(Br)c1O (configuration not stated)	-12.5%	-1.8%
CC(C)(O)C#Cc1ccc(C(=O)NC(c2ccccc2)c2ccccc2)cc1	2.5%	0.9%
CCn1cc(C(=O)NCc2ccc3c(c2)OCO3)c(=O)c2cc(S(=O)(=O)N3CCOCC3)ccc21	7.0%	3.7%
CCc1ccc(NC(=O)C(=O)NCc2ccccc2Cl)cc1	1.2%	1.4%
C=CCn1c(SCC(=O)N2CCN(C(=O)c3ccco3)CC2)nc2sc(CC)cc2c1=O	-15.1%	-0.4%
Nc1nc(CN2CCN(Cc3ccc4c(c3)OCO4)CC2)nc(Nc2ccccc2)n1	-8.3%	0.1%
COc1ccc(CNC(=O)C2CSCCS2)cc1 (configuration not stated)	·	2.8%
CCOC(=O)NC(Nc1ccccc1[N+](=O)[O-])(C(F)(F)F)C(F)(F)F	2.7%	-0.7%
CS(=O)(=O)N1CCN(c2ccc(NC(=O)C(c3ccccc3)c3ccccc3)cc2)CC1	·	2.0%
CCOc1ccccc1NC(=O)c1c(NC(=O)COc2ccccc2)sc2c1CCC(C)C2 (configuration not stated)	4.1%	0.5%
Cc1cc(S(=O)(=O)Nc2c(C)ccc3nsnc23)ccc1F	·	1.9%
CCCc1ccc(Oc2c(-c3ccc(O)c(C)c3O)n[nH]c2C)cc1	-13.1%	0.3%
CCCn1c(Nc2ccccc2C)nc2ccccc21	·	13.2%
O=C(Nc1ccc(F)c([N+](=O)[O-])c1)c1ccc(-c2cccc(Cl)c2)o1	0.0%	-0.9%
CN(C)/C(=N/OC(=O)c1ccc([N+](=O)[O-])cc1)c1nonc1N	-2.4%	-0.6%
O=C(N/N=C/c1cc([N+](=O)[O-])c(N2CCOCC2)cc1N1CCOCC1)Nc1ccccc1	1.3%	-1.9%
O=C(NCCCN1CCCCC1)c1ccc2c(c1)NC(=O)C(N1CCCCC1)S2 (configuration not stated)	0.7%	4.3%
COC(=O)c1cc(NC(=O)c2cccc(Cl)c2Cl)cc(C(=O)OC)c1	-2.3%	-2.6%
COc1ccc2[nH]cc(C(=O)CN3CCN(C/C=C/c4ccccc4)CC3)c2c1	-4.0%	2.5%
Cc1sc2nc(N)c(C#N)c(-c3ccccc3)c2c1C	-0.2%	-3.9%
(further entries)
SMILES	MKP-3 inhibition	Hsp70 inhibitors
Cc1ccccc1N1C(=O)C(O)C(O)C1=O (configuration not stated)	1.0%	0.2%
CC(=O)Nc1ccc(C(C)(C)C)cc1[N+](=O)[O-]	-0.1%	5.8%
CC(=O)Nc1ccc(NS(=O)(=O)c2c(C)cc(C)cc2C)cc1	0.5%	6.4%
O=C(NC(C(=O)NC1CCCCC1)C12CC3CC(CC(C3)C1)C2)c1ccccc1 (configuration not stated)	2.2%	2.8%
COC1(OC)N=C(N)C2(C#N)C(c3ccc(C)cc3)C12C#N (configuration not stated)	4.7%	12.1%
CCN1CCN(C(c2cc(OC)c(OC)c(OC)c2)c2nnnn2C(C)C)CC1 (configuration not stated)	7.8%	-2.6%
COC(=O)C1=CNC=C(C(=O)OC)C1c1ccccc1C	0.3%	5.7%
O=C(O)CC(NS(=O)(=O)c1ccc(F)cc1)c1ccccc1 (configuration not stated)	1.2%	5.7%
CCN1CCN(Cc2c(O)ccc3c(=O)c(Oc4ccccc4Br)c(C(F)(F)F)oc23)CC1	1.8%	-1.3%
COc1cccc(NC(=O)CSc2ccccn2)c1	-7.1%	1.6%
COc1ccc(C(=O)n2c(-c3ccco3)nc3ccccc32)cc1	-5.9%	7.3%

Copied from the list:
Cc1ccc(SCC(=O)NCc2ccco2)cc1 @ MKP-3 inhibition = -2.6%
CCn1cc(C(=O)NCc2ccc3c(c2)OCO3)c(=O)c2cc(S(=O)(=O)N3CCOCC3)ccc21 @ MKP-3 inhibition = 7.0%
N=c1ccn(Cc2ccc(Cl)cc2Cl)cc1 @ Hsp70 inhibitors = 7.3%
CCOc1ccccc1NC(=O)c1c(NC(=O)COc2ccccc2)sc2c1CCC(C)C2 (configuration not stated) @ Hsp70 inhibitors = 0.5%
CCOC(=O)c1ccc(NC(=O)c2ccc(C(=O)Nc3ccc(C(=O)OCC)cc3)cc2)cc1 @ Hsp70 inhibitors = 5.5%
O=[N+]([O-])c1cc([N+](=O)[O-])c2cccnc2c1Sc1nc2ccccc2s1 @ MKP-3 inhibition = 0.0%
Cc1nccn1S(=O)(=O)c1ccc(Br)cc1 @ Hsp70 inhibitors = -3.6%
